Compound activity: PubChem, National Center for Advancing Translational Sciences (NCATS)
aSyn rescue – inhibitors of alpha-synuclein toxicity in yeast | Yeast expressing alpha-synuclein, growth rescue, BacTiter-Glo, 24 h | Potency, µM (top dose mostly 46.1 µM), for inactives: at the highest dose growth rescue (activation), hits mostly activators | 370,000 compounds, 0.14% hits | AID 652106; note: potency is the fitted concentration of half-maximal effect; % of control where 0% means no effect; nearly all actives have a fitted effect of over 65% in size
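Rescue of yeast growth: cells expressing toxic alpha-synuclein, induced in galactose at OD600 0.02, incubated with compound 24 h at 30 C. ATP luminescence quantified growth; inhibitors of toxicity appear as activators.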
GLP1R cytotox – cytotoxic in the GLP-1 receptor inverse agonist counter-screen; AID 624418; HEK293 cAMP-luciferase reporter cells, luminescence, 24 h; 410,000 compounds, 0.13% hits; Potency, µM (top dose mostly 38.3 µM), for inactives: top-dose activity change, negative = inhibition, actives largely listed as inhibitors;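 note: loss of luciferase light is scored as toxicity; potency is the fitted concentration of half-maximal effect; % is set by controls: 0 for no effect and ±100 for the full control effect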
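Quantitative HTS format, 1536 wells, 200 cells/uL seeded. Compounds: 23 nL, 24 h, 37 °C. Detection: luciferase reagent, luminescence at 12 min RT; decreased signal taken as cytotoxic.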
PTHR1 ag – activates the human parathyroid hormone receptor PTHR1; Q03431; HEK293 GP2 PTHR1 cells, GloSensor cAMP luminescence, 1 h; Potency, µM (series often up to 115 µM), without a hit: at the top dose activation, usual class: activators; 410,000 compounds, 0.075% hits; note: potency is the fitted concentration of half-maximal effect; nearly all actives have a fitted effect of over 55% in size; some results filed as inactive show a strong effect at the top dose; inactives centre near -15; many of its hits are not listed in these tables
Target sequence (Q03431 whole entry, looked up): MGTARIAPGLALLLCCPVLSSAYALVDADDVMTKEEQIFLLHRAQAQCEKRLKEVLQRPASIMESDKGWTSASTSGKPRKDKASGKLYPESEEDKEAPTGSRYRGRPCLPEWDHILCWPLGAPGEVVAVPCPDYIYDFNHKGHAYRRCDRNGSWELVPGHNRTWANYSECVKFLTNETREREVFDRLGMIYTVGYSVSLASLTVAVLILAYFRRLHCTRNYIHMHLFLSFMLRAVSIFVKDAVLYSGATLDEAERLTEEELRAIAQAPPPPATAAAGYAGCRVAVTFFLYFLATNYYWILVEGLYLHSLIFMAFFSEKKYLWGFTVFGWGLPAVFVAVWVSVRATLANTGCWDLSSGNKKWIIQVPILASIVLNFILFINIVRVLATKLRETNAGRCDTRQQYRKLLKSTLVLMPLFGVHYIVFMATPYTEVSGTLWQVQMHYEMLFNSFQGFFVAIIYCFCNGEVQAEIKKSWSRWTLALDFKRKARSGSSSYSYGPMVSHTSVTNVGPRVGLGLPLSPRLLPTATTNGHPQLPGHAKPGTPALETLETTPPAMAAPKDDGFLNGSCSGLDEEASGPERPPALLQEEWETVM
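HEK-293-derived GP2 cells expressing PTHR1 and a GloSensor cAMP reporter, 3,000/well, plated overnight, given luciferin plus IBMX (each 0.5 mM as added) for 1 h at 37 °C, then compound for 1 h at 37 °C. Luminescence was read after 15 min at room temperature.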
FUS yeast rescue – FUS proteinopathy suppression in yeast; AID 1347120; S. cerevisiae FUS-expressing, growth rescue, OD600, 24 h; Potency, µM (highest dose often 76.6 µM), inactives show top-dose growth rescue (activation), most hits filed as activators; 390,000 compounds, 0.24% hits;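 note: potency is the fitted concentration of half-maximal effect; plate controls were DMSO vehicle for no effect and reference control for full effect; nearly all actives have a fitted effect of over 55% in size; some results filed as inactive show a strong effect at the top dose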
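Steps: raffinose overnight preculture; dilution to OD 0.005 in 2% galactose minimal medium; compound addition (concentration series); 24hr at 30C, 99% humidity; absorbance read at 600 nm.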
Akt phos inh – blocks phosphorylation of Akt | activity change, % for hits at 50 µM | 360,000 compounds, 0.32% hits | Neuro2A IGF-stimulated pAkt S473 HTRF, 20 min; stronger effect = lower value | AID 651550; in the data active = activity change below about -80%; inconclusive = mostly about -51% to -80%; note: % is set by controls: 0 for no effect and ±100 for the full control effect
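Single-point screen (50 µM final compound) in Neuro2A cells stimulated 20 min with 6 nM IGF at 37 deg C. After lysis, Ser473-phosphorylated Akt read by HTRF (ex 330 nm, em 615/665 nm) as the 665/615 ratio.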
TDP43 rescue – rescues yeast growth from TDP-43 toxicity; TDP-43 expressing yeast growth rescue, BacTiter-Glo, 24 h; Potency, µM (highest dose often 46.1 µM), for inactives: at the highest dose growth rescue (activation), most hits filed as activators; 410,000 compounds, 1.8% hits; note: potency is the fitted concentration of half-maximal effect; % of control where 0% means no effect; nearly all actives have a fitted effect of over 50% in size
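In this qHTS, compounds that restore growth of yeast expressing TDP-43 appear as activators. Cells (OD600=0.02, galactose medium, raffinose-pregrown) are incubated with compound 24 hr at 30 deg C and growth is quantified by BacTiter-Glo.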
GLP-1R inv ag – inverse agonists of human GLP-1 receptor. 410,000 compounds, 1.6% hits. AID 624417. HEK293 GLP-1R CRE-luciferase, luminescence, 24 h; GLP-1R form is constitutively active. Potency, µM (titrated, usually from 38.3 µM), for the others: top-dose activity change, negative = inhibition, hits mostly inhibitors. P43220; note: potency is the fitted concentration of half-maximal effect; % is set by controls: 0 for no effect and ±100 for the full control effect; nearly all actives have a fitted effect of over 55% in size
Target sequence (P43220 whole entry, looked up): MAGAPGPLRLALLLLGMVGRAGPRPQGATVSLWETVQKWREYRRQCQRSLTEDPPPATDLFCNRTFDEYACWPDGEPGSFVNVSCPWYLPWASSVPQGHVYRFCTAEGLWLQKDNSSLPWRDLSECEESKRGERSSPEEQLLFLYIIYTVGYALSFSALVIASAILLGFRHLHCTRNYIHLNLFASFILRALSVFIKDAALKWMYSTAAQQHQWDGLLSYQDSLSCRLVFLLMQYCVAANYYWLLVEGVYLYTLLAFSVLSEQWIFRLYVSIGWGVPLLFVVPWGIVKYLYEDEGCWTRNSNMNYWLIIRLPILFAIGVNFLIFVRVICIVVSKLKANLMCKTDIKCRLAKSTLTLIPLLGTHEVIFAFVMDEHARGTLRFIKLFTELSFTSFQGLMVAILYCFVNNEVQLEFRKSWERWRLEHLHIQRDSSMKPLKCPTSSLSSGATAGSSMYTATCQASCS
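Inverse agonism was detected as reduced cAMP-driven luciferase luminescence after 24 h compound treatment. The cells were HEK293 clones expressing constitutively active human GLP-1R with the reporter. Reporter-only and GPR119 cell lines served as counterscreen controls.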
MmCpn inh – inhibitors of Methanococcus maripaludis chaperonin (MmCpn) | AID 504842 | Potency, µM (titrated, usually from 76.9 µM), for inactives: at the top dose activity, negative = inhibition, hits mostly inhibitors | 330,000 compounds, 0.031% hits | purified Mm-Cpn ATPase, ADP Transcreener TR-FRET; note: potency is the fitted concentration of half-maximal effect; % is set by controls: 0 for no effect and ±100 for the full control effect; nearly all actives have a fitted effect of over 80% in size
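Measured: ADP formation by purified Mm-CPN. Conditions: 25 nM protein, 10 uM ATP, Tris pH 7.4 with Mg2+, K+ and DTT, 37°C for 30 min. Detection: Transcreener HTRF after 30 min at room temperature.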
Abeta yeast res – restores growth of yeast expressing A-beta42 peptide | Potency, µM (highest dose often 46.1 µM), for the others: at the top dose growth rescue, actives largely listed as activators | yeast expressing A-beta42, growth rescue, OD600, 48 h; response scale: 0% DMSO, 100% iron-clioquinol control | 410,000 compounds, 0.063% hits | AID 1347071; note: potency is the fitted concentration of half-maximal effect; nearly all actives have a fitted effect of over 55% in size
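Growth rescue measured by 600 nm absorbance after 48 h yeast culture at 30 C with compound. Values normalized between DMSO and an equimolar ferric chloride plus clioquinol control.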
* = called active by the depositor; i = inactive; ? = inconclusive; . = not tested or not shown; & = joins results of further samples; [ ] = another dose, or the depositor's remark. Unless noted, calls come from the whole dose curve; as a rule, active = well fitted curve in the direction sought with a large enough effect; inconclusive = small, poorly fitted or top-dose-only effect, or another doubt; inactive = no such curve, though single readings can be large; an effect the other way counts as inactive or inconclusive. An excerpt; the hit share may differ from the screen's.

SMILES	aSyn rescue	GLP1R cytotox	PTHR1 ag	FUS yeast rescue	Akt phos inh	TDP43 rescue	GLP-1R inv ag	MmCpn inh	Abeta yeast res
CCOC(=O)c1sc(NC(=O)CSc2ncn[nH]2)c(C#N)c1C	-1%	6%	-10%[57.5 µM]	-7%	i	-4%	6%	3%	5%
O=S(=O)(c1ccc(NC(=S)NN=C2CCCCC2)cc1)N1CCOCC1	-7%	-18%	-23%	-3%	i	21%	-5%	2%	-10%
O=C(c1cccc(F)c1)N1CCC(N2CCOCC2)CC1	1%	0%	-6%	-6%	i	3%	13%	-7%	14%
c1ccc(C2=NN(c3ccccc3)CC2)cc1	-5%	65%[activator]	-33%[inhibitor]	-22%	i	17%	4%	-6%	1%
COc1ccccc1Nc1ncnc2nc[nH]c12	0%	-3%	i	-4%	i	9%	2%	-2%	2%
COc1ccc(C(=O)NCCCNC(=O)c2cc3ccccc3[nH]2)cc1OC	25%	4%	i	-8%	i	-4%	107%[activator]	-4%	-4%
CC(C)Cn1cnc2c(SCc3ccccc3)nc(N)nc21	7%	-1%	-21%	-5%	i	?	-14%	.	26%
CCCC(=O)N1CCC1(C)C(=O)Nc1ccc(C)cc1 (configuration not stated)	0%	2%	-19%	-14%	i	20%	22%	.	-7%
CCCCn1c(SCC(=O)NNC(=O)c2ccco2)nnc1-c1ccco1	1%	-1%	i	-10%	i	-3%	54%	-4%	-11%
Cc1ccccc1NC1=C(Cl)C(=O)N(C2CCCCC2)C1=O	-35%[inhibitor]	22%	-45%[inhibitor]	.	i	10%	?	0%	-37%
Cc1ccc(-n2ncc3c(=O)n(CC(=O)N4CCN(c5ccccc5)CC4)cnc32)cc1C	-4%	14%[0.307 µM]	i	-3%	i	14%	12%[0.307 µM]	0%	31%
Cc1cc(SCC(=O)N(C)C2CCCCC2)nc2ccccc12	0%	-2%	-20%	27%	i	18µM*	?	-1%	10%
CC(=O)N[C@@H](C)C(=O)OC(C)C(=O)Nc1cccc([N+](=O)[O-])c1 (some centres not stated)	-5%	-2%	i	12%	i	-8%	12%	0%	-17%
CSc1ncc(CN2CCN(C3CCCC3)C(CCO)C2)cn1 (configuration not stated)	-8%	?	i	-4%	i	9%	-11%	0%	2%
COc1cccc2[nH]c(C(=O)NC(C)c3ccccc3)cc12 (configuration not stated)	-17%	-1%	-30%	-2%	i	18%	-9%	-6%	11%
CC1CCCC(C)N1C(=O)COC(=O)CCC(=O)c1ccc(F)cc1 (configuration not stated)	1%	2%	i	-15%	i	19%	-13%	9%	5%
CN(C)c1ccc(NC(=O)CC(NCc2cccnc2)C(=O)O)cc1 (configuration not stated)	.	-10%	i	-23%	.	22%[9.22 µM]	12%	.	-8%
COC(=O)[C@H]1[C@H](C(=O)OC)[C@@H](C(=O)OC)N(c2ccc(OC)cc2)[C@@H]1C(=O)OC	-8%	-2%	-18%	-12%	i	3%	-1%	-2%	5%
COc1cc(C(=O)NCCS(=O)(=O)N2CCN(c3ccccc3)CC2)cc(OC)c1OC	.	1%	i	-4%	.	22%	10%	.	-9%
CSc1ccc(/C=N/N2CCN(Cc3ccc(C)cc3C)CC2)cc1	2%	-1%	-33%[inhibitor]	-33%	i	9%	-18%	-1%	-2%
O=C1CC2(CON=C2c2ccc(F)cc2)C(=O)N1c1ccc(F)cc1 (configuration not stated)	-1%	7%	-8%[57.5 µM]	-4%	i	-8%	2%	0%	1%
CC(=O)C1=C(O)C(=O)N(CCCN2CCOCC2)C1c1ccccc1[N+](=O)[O-] (configuration not stated)	-2%	-24%	-12%	39%	i	9%	-5%	0%	-2%
CC(=O)NC(Cc1ccccc1)C(=O)OCC(=O)c1ccc(Cl)cc1 (configuration not stated)	20%	0%	i	-9%	i	15%	8%	-2%	10%
COc1ccc(CC(=O)Nc2ccc(C(=O)NC(C)(C)C)cc2)cc1	7%	0%	i	.	i	0%	0%	-1%	3%
CCOC(=O)[C@]12CCCC=C1N(Cc1cccc3ccccc13)C(=O)[C@H](CC(=O)N1CCC(c3ccccc3)CC1)C2	0%	-3%	-20%	?	i	26%	?	.	5%

The closing two compounds of the section above come first, to join the parts:
SMILES	aSyn rescue	GLP1R cytotox	PTHR1 ag	FUS yeast rescue	Akt phos inh	TDP43 rescue	GLP-1R inv ag	MmCpn inh	Abeta yeast res
COc1ccc(CC(=O)Nc2ccc(C(=O)NC(C)(C)C)cc2)cc1	7%	0%	i	.	i	0%	0%	-1%	3%
CCOC(=O)[C@]12CCCC=C1N(Cc1cccc3ccccc13)C(=O)[C@H](CC(=O)N1CCC(c3ccccc3)CC1)C2	0%	-3%	-20%	?	i	26%	?	.	5%
O=C(NO)C1CC2C=CC1C2 (configuration not stated)	-2%	-6%	-2%	-5%	i	1%	1%	1%	19%
CCOc1ccc(NS(=O)(=O)c2ccc(C(=O)N3CCN(C(C)=O)CC3)cc2)cc1	3%	-1%	-16%	?	i	-22%	-6%	0%	1%
COc1ccc(CSc2nnc(C)n2N)cc1[N+](=O)[O-]	4%	8%	i	-22%	i	14%	5%	-1%	17%
CC(C)c1ccc(C2=C(O)c3ccccc3C(=O)C2=O)cc1	11%	13%	-8%	-19%	i	-34%[inhibitor]	2%	-9%	-14%
O=C(Nc1c(-c2ccccc2)[nH][nH]c1=O)c1ccccc1	-2%	2%	i	-1%	i	13%	7%	.	-4%
CCCCn1c(N)c(N(CCOC)C(=O)c2cc(=O)[nH]c3ccccc23)c(=O)[nH]c1=O	-11%	-21%	i	.	i	11%	18%	-1%	0%
O=C(O)c1ccc(COc2ccccc2/C=C2/NC(=O)N(c3cccc(Cl)c3)C2=O)cc1	-1%	-3%	i	?	i	13%	16%	5%	3%
COC(=O)CN1C(=O)CSc2ccc(S(=O)(=O)Nc3ccc(C(C)=O)cc3)cc21	.	32%[activator]	i	12%	.	19%	8%	.	9%
CCNc1cc2c(cc1O)CCC1C2CCC2(C)C(O)CCC12 (configuration not stated)	14%	-1%	i	.	i	?	66%[activator]	.	3%
COc1ccccc1N1CCN(C(=O)c2ccc(Cl)c(S(=O)(=O)N3CCOCC3)c2)CC1	0%	16%	i	25%	i	5%	-9%	-4%	7%
Cc1ccc2nc(SCC(=O)NCc3ccccc3)nc(=O)n2c1	-2%	-2%	-24%	?	i	-24%	3%	3%	-9%
CC(=O)c1sc(Nc2ccccn2)nc1C	-9%	-5%	-10%[57.5 µM]	-11%	i	6%	68%[activator]	?	-8%
Cc1nc2ccc(NS(=O)(=O)c3ccc(F)c(F)c3F)cc2s1	?	-14%	-77%[inhibitor]	9%	i	20µM*	18%	-24%	-27%
C[C@H](CO)N1C[C@H](C)[C@@H](CN(C)C)Oc2c(NS(=O)(=O)c3ccc(F)cc3)cccc2C1=O	-3%	-14%	-12%	-20%	i	-2%	4%	-4%	7%
COc1ccc(NC(=O)C2C3CCC(O3)C2C(=O)O)c(C)c1 (configuration not stated)	1%	-1%	-34%[inhibitor]	18%	i	.	19%	1%	-3%
CCOC(=O)N1CCN(C(=O)/C=C/c2c(C)nn(-c3ccc(F)cc3)c2Cl)CC1	-6%	-2%	-40%[inhibitor]	-27%	i	?	6%	0%	-13%
CCOC1=C2[C@H](c3ccccc3)N(S(=O)(=O)c3ccccc3)C[C@H]2n2c(=O)n(-c3ccccc3)c(=O)n2C1	13%	3%	-3%	29%	i	18%	-5%	.	10%
COc1ccccc1CNc1nc2nc(C)c(C)c(=O)n2[nH]1	0%	14%	i	18%	i	1%	11%	2%	-12%
COc1ccc(CCNC(=O)C2CCN(C(=O)c3ccc(Cl)cc3)CC2)cc1	3%	-6%	-3%	21%	i	5%	?	0%	10%
N#Cc1nc(-c2cccs2)oc1N1CCN(Cc2ccccc2)CC1	10%	4%	-2%[57.5 µM]	9%	i	-14%	9%	-6%	0%
CN(CCCNC(=O)CCC(=O)N1CCOc2ccccc21)Cc1ccccc1	-9%	4%	i	-15%	i	17%	-23%	0%	1%
O=C(Nc1ccccn1)C(c1ccccc1)c1ccccc1	-4%	2%	i	-45%	i	12%	?	.	1%
COc1ccc(C(=O)N2CCOC2CNC(=O)C(=O)NCc2ccccn2)cc1 (configuration not stated)	-6%	0%	i	-7%	i	14%	12%	.	4%
COCCCN(CC(=O)O)S(=O)(=O)c1cccc(Cl)c1	3%	-3%	i	-4%	i	-2%	18%	0%	10%
CN(C(=O)COC(=O)C12CC3CC(CC(Cl)(C3)C1)C2)c1ccccc1	-4%	7%	-27%	28%	i	0%	?	-3%	-10%
O=C(NC1CCN(C(=S)NCc2ccco2)CC1)C1CCCCC1	4%	-2%	i	4%	i	-2%	8%	0%	-3%
O=C1CNc2cc(Cl)ccc2N1	6%	8%	-14%	-26%	i	6%	29%	.	-25%
CCOc1ccc(-n2ccnc(SCC(=O)NCc3cccc(OC)c3)c2=O)cc1	2%	5%	-41%[inhibitor]	18%	i	-1%	?	?	-4%
COc1cc(NC(=O)CSc2ncccc2C(=O)OC(C)C)cc(OC)c1	-13%	0%&-2%	-39%[inhibitor]	0%&7%	i	18%&-20%	26%&0%	-2%	10%&8%
Cc1ccc(/C=N/Nc2ccc(C(=O)O)cc2)s1	-16%	2%	-27%	32%	i	?	?	-5%	-53%[inhibitor]
